Bioassay records deposited in PubChem BioAssay by several laboratories.
Platelet DG rel = modulates dense granule release in human platelets | inhibition, %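 (compounds screened at 7.5 µM in platelet-rich plasma)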 | 300,000 tested, 0.22% active | human platelet-rich plasma, SFLLRN dense granule ATP release, luminescence;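 active = mean replicate score, as percent of positive control, at or above 50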
RGS4 act = RGS4 potentiation or activation; HEK293 M3R/inducible RGS4, carbachol calcium flux Fluo4; active compounds read low; 310,000 tested, 0.92% active; AID 463111; B-score at 10 µM;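 active = B-score of the integrated calcium signal more than 4 SD below the library mean, with starting fluorescence not abnormally high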;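 also: negative B-score means reduced calcium response which marks RGS4 activation or potentiation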
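Assay system: HEK293 FlpIn-TREx cells, stable M3R, doxycycline-inducible RGS4 / Probe or stimulus: carbachol, ECmax concentration / Times: overnight RGS4 induction, 30 min dye load 37 °C, 20 min compound RT / Signal: kinetic calcium fluorescence imaging with Fluo4-AM dye, 2 µM / Measure: Agonist-evoked peak-minus-minimum fluorescence over baseline, integrated ratio, B score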
TRPC6 inhibitor = blocks the mouse TRPC6 cation channel. Q61143. HEK293-TRPC6, membrane potential dye, ACh-evoked depolarization; active compounds read low. B-score at 10 µM. 310,000 tested, 1.1% active;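 active = B-score under library mean minus 3 SD, initial fluorescence not abnormally high, positive integrated signal ratio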;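 also: B-score derived from integrated fluorescence ratio over the kinetic read; more negative B-score means stronger inhibition of depolarization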
MrgX1 ag = agonists of human MrgX1 receptor; MrgX1-HEK293 cells, Fluo-4 calcium fluorescence, agonist mode; active compounds read high; Q96LB2; B-score at 10 µM; 310,000 tested, 0.44% active;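 active = calcium response B-score plate-corrected fluorescence ratio at least 3 library SD, with starting fluorescence B-score inside 5 SD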
Target sequence (Q96LB2 whole entry, looked up): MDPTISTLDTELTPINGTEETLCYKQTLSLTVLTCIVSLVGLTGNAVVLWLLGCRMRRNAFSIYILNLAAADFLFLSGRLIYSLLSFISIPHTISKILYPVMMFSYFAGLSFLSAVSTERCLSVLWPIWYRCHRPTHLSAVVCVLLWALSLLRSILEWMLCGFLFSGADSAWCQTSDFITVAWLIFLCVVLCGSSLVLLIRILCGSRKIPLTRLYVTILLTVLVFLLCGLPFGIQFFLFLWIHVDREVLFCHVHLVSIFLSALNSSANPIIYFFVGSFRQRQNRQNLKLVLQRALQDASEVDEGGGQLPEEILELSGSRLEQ
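Test system: HEK293 cells stably expressing human MrgX1 receptor; Input: fifteen thousand cells per well; Dosing: compound delivered in addition one of three; Schedule: overnight seeding, then 1 h dark dye loading; Technique: Fluo-4 NW calcium fluorescence; Measure: B-scored fluorescence response ratio; Controls: positive and negative controls per plate.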
RGS4 inh = inhibitors of human RGS4; P49798; HEK293 M3R/RGS4 inducible, Fluo-4 calcium flux; active compounds read high; triggered by carbachol at its EC20; B-score at 10 µM; 310,000 tested, 0.45% active; AID 463165;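 active = B-score, a plate-corrected calcium signal, over three deviations above library mean, with baseline fluorescence within five deviations of library mean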;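 also: RGS4 expression induced by doxycycline in cells with stable M3 receptor; B-score is computed from the integrated fluorescence ratio over baseline after carbachol; higher B-score means a larger calcium signal and so more RGS4 inhibition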
Target sequence (P49798 whole entry, looked up): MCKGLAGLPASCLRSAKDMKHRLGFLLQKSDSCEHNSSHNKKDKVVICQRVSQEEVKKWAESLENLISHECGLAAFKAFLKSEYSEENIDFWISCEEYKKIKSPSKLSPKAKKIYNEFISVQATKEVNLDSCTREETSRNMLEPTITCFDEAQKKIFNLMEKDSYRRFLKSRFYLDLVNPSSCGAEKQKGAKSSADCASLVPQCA
MrgX1 antagonist = human MrgX1 receptor antagonism, primary screen | AID 588676 | 310,000 tested, 1.3% active | MRGX1-HEK293 calcium flux, Fluo-4, BAM8-22 antagonism; active compounds read low | B-score at 10 µM;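 active = calcium-response B-score plate-corrected more than 3 library SD below zero, starting fluorescence within 5 deviations, no agonist response on first addition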;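 also: peak minus trough fluorescence over baseline after final BAM8-22 challenge near maximal dose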
HIF activator = HIF pathway transcriptional activation. AID 1910. activation, % at 7.5 µM (by protocol). U2OS HRE-luciferase reporter, luminescence; normalized: DMSO 0%, desferrioxamine 100%. 300,000 tested, 0.32% active;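 active = mean activation of at least 10% of the iron chelator positive control signal, with at least half of replicates also reaching 10%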
TRPC6 act = activates the mouse TRPC6 cation channel. 310,000 tested, 0.13% active. HEK293-TRPC6 membrane potential dye fluorescence; active compounds read high. B-score at 10 µM. Q61143;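 active = B-score of the integrated fluorescence ratio above library mean plus 3 SD, and starting fluorescence ratio within library mean plus 5 SD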;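 also: higher score means more depolarization so channel activation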
SKKanGAS inh = SKKanGAS growth inhibition | S. pyogenes SKKanGAS, kanamycin growth, BacTiter-Glo, 6 h | inhibition, % at 7.5 µM | 300,000 tested, 1.3% active | AID 1662;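 active = mean replicate score, as percent of positive control median, at least 50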;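 also: strain carries kanamycin resistance gene driven by streptokinase promoter and grows in 40 µg/ml kanamycin; loss of luminescence reflects streptokinase promoter inhibition or plain growth inhibition; 0% = median of DMSO wells and 100% = positive control at its reference dose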
TRPC4 inh = blocks the mouse TRPC4 cation channel. B-score at 10 µM. HEK293 TRPC4beta/mu-opioid, DAMGO-evoked Fluo4 calcium flux; active compounds read low. 300,000 tested, 0.39% active. Q9QUQ5;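 active = B-score over 3 SD under the library average, no early fluorescence shift, positive overall ratio signal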
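Material: HEK293 cells with stable TRPC4beta plus mu-opioid receptor expression / Probe or stimulus: DAMGO in two steps, submaximal then maximal / Compound: single concentration per test compound / Technique: kinetic Fluo4 fluorescence imaging of calcium influx / Read-out: per-well B score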
MrgX1 PAM = human MrgX1 positive allosteric modulation, primary screen; Q96LB2; 310,000 tested, 0.63% active; AID 588675; B-score at 10 µM; MrgX1-HEK293, Fluo-4 calcium flux, FDSS; active compounds read high;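 active = plate-corrected calcium response at least 3 library SD above typical, normal starting fluorescence, not activating the receptor alone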;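 also: compound read alongside a low EC10 to EC30 dose of BAM8-22 agonist; peak minus trough fluorescence over baseline measured at the second addition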
Starred values were filed as active, the others as inactive; i = inactive; nt = not tested or not shown.

Order of results – Platelet DG rel, RGS4 act, TRPC6 inhibitor, MrgX1 ag, RGS4 inh, MrgX1 antagonist, HIF activator, TRPC6 act, SKKanGAS inh, TRPC4 inh, MrgX1 PAM
CCCCn1c(N)c(N(CC(C)C)C(=O)c2cc(-c3ccco3)nc3ccccc23)c(=O)[nH]c1=O
 : -0.6, i, i, i, i, i, 0.0, i, 11.4, i, i
CCO[C@@H]1OC(C(N)=O)=C[C@H](c2coc3ccccc3c2=O)[C@H]1CCCO
 : 3.7, i, i, i, i, i, -0.4, i, 3.9, i, i
NC(=O)Cn1cnc2c(nnn2-c2ccc(F)cc2)c1=O
 : -1.7, i, i, i, i, i, 0.7, i, 0.5, i, i
CCOC(=O)CN(C(=O)COc1nc(-c2ccccc2)cc(C)c1C#N)c1ccccc1
 : -12.4, i, i, i, i, i, 0.3, i, 5.3, i, i
O=C(Nc1ccnn1C1CCN(C(=O)c2c(F)cccc2F)CC1)C1CC1
 : 1.8, i, i, i, i, i, 0.0, i, -2.6, i, i
COc1ccc(-n2ncc3c(=O)n(CC(=O)Nc4ccc(S(=O)(=O)N5CCOCC5)cc4)cnc32)cc1
 : 12.2, i, i, i, i, i, -1.1, i, -14.6, i, i
C=CCn1c(SCC(=O)N2CCc3ccccc3C2)nc2sc(CC)cc2c1=O
 : -13.8, i, i, i, i, i, 0.0, i, -6.1, i, i
COc1ccccc1-n1cnnc1SCC(=O)Nc1cc(C)on1
 : 2.3, i, i, i, i, i, 0.5, i, -3.0, i, i
COCCNC(=O)Cn1nc(C)c2ccccc2c1=O
 : -6.1, i, i, i, i, i, 2.3, i, 2.6, i, i
O=C(CCCCn1c(=O)[nH]c2ccccc2c1=O)NCCC1=CCCCC1
 : -0.1, i, i, i, i, i, 0.0, i, 3.5, i, i
CCOC(=O)c1ccc2c(c1)N(CC(=O)N1CCCC1)C(=O)C(C)(C)O2
 : 1.6, i, i, i, i, i, -0.3, i, -15.9, i, i
NC(=O)[C@@H]1CC2(CC(c3cccc(NC(=O)CC(c4ccccc4)c4ccccc4)c3)=NO2)CN1C(=O)[C@@H]1CCC(=O)N1 (some centres undefined)
 : 7.6, i, i, i, i, i, 0.0, i, 1.2, i, i
Fc1cccc(CN2CCN3CCCC3C2C2CCCCC2)c1 (centres undefined)
 : -8.7, i, i, i, i, i, 0.1, i, -17.1, i, i
CCOCCc1nn2c(=O)cc(CSCC(=O)Nc3cc(C)cc(C)c3)nc2s1
 : -11.8, i, i, i, i, i, -0.3, i, -3.0, i, i
CC(=O)c1ccc(N2CCN(C(=O)c3ccco3)C(C)C2)c(F)c1 (centres undefined)
 : -1.0, i, i, i, i, i, 0.0, i, nt, i, i
COc1ccccc1NC(=O)CSc1nnc(-c2ccoc2C)n1CC1CCCO1 (centres undefined)
 : -3.6, i, i, i, i, i, 0.2, i, 1.4, i, i
COC(=O)N/N=C\C=C\c1ccc2c(c1)OCO2
 : 20.1, i, i, i, i, i, 1.7, i, 2.1, i, i
CC(=O)Nc1ccccc1Nc1nc(NCCO)nc(N2CCCC2)n1
 : 3.5, i, i, i, i, -8.33*, 0.3, i, 0.6, i, i
COc1cc(NC(=O)c2cccs2)c(OC)cc1NC(=O)Nc1ccc(F)cc1
 : 1.0, i, i, i, i, i, -0.6, i, 14.4, i, i
CCn1nnnc1NC(=O)c1cccc(OC)c1
 : 2.3, i, i, i, i, i, 2.7, i, 12.5, i, i
COc1ccc(/C=C(\C#N)C(=O)Nc2ccc3[nH]c(=O)[nH]c3c2)cc1
 : 2.5, i, i, i, i, i, -0.1, i, 5.7, i, i
COc1cccc(CNc2ccccc2O)c1OCc1ccccc1F
 : -4.1, i, i, i, i, i, -0.6, i, 4.2, i, i
Cc1nn(CCC(=O)NNC(=S)Nc2ccc(F)cc2)c(C)c1Br
 : -1.4, i, i, i, i, i, -0.2, i, 3.4, i, i
COCCCn1c(=NC(=O)c2ccccc2)c(C#N)cc2c(=O)n3cccc(C)c3nc21
 : -4.5, i, -6.65*, i, i, i, 0.0, i, 8.0, i, i
O=C(CCCC(=O)NCCc1ccccc1)NCCc1ccccc1
 : -1.2, i, i, i, i, i, -0.1, i, 6.1, i, i
CCN(CC)CCCNC(=O)c1nn(-c2cccc(OC)c2)c(=O)c2ccccc12
 : -0.3, i, i, i, i, i, -0.2, i, 0.3, i, i
C[C@H](NC(=O)c1cc2cc(Cl)ccc2n1C)C(=O)N1CCC(C(=O)O)CC1
 : 5.1, i, i, i, i, i, 0.4, i, 0.9, i, i
O=C(c1ccc(F)cc1)N1CCN(c2ccc([N+](=O)[O-])cc2-n2cccc2)CC1
 : 0.2, i, i, i, i, i, -0.9, i, 6.7, i, i
CCN(CC)C(=O)CSCc1cnn(-c2ccccc2)c1-n1cccc1
 : -0.4, i, i, i, i, i, 1.2, i, 9.2, i, i
CN1CCN(c2nc(-c3ccccc3)cc(C(F)(F)F)n2)CC1
 : -1.4, i, i, i, i, i, -0.6, i, 5.4, i, i
CC(NCc1ccc(S(N)(=O)=O)cc1)C(=O)N1CCc2ccccc21 (centres undefined)
 : 11.1, i, i, i, i, i, -0.1, i, 3.8, i, i
CCOc1ccc(N2CC(C(=O)NCCCN3CCOCC3)CC2=O)cc1 (centres undefined)
 : 2.8, i, i, i, i, i, 0.0, i, 1.3, i, i
COCc1cc(C)nc2sc(C(=O)Nc3ccccc3Br)c(N)c12
 : 0.5, i, i, i, i, i, 0.6, i, 1.3, i, i
Cc1ccc(N2C(=O)NC(NC(=O)C3CC3)(C(F)(F)F)C2=O)cc1 (centres undefined)
 : -25.1, i, i, i, i, i, -0.1, i, 3.3, i, i
CCCCNC(=O)c1ccc(N2CCOCC2)c(NS(=O)(=O)c2ccc(OC)cc2)c1
 : -9.8, i, i, i, i, i, 0.2, i, 6.8, i, i
Cc1nn(C)cc1C(C(=O)NC1CCCCC1)N(C(=O)Cn1nnc2ccccc21)c1ccc(F)cc1 (centres undefined)
 : -1.3, i, i, i, i, i, -0.2, i, -12.8, i, i
CCC(CC)C(=O)N1CCN(c2cccc(C)c2C)CC1
 : 7.5, i, i, i, i, i, 2.1, i, -8.8, i, i
Cc1ccccc1CSCC(=O)Nc1ccccc1-c1ccccc1
 : -3.7, i, i, i, i, i, 2.9, i, -3.8, i, i
CCC1(c2ccccc2)NC(=O)N(CC(=O)NCc2ccc(C)cc2)C1=O (centres undefined)
 : nt, i, i, i, i, i, 0.2, i, 1.3, i, i
Cc1ccc(N2CCN(/N=C/c3sccc3C)CC2)cc1
 : 6.6, i, i, i, i, i, nt, i, -4.3, i, i
O=C(N/C(=C/c1cccc([N+](=O)[O-])c1)C(=O)N1CCCCCC1)c1cccs1
 : 24.3, i, i, i, i, i, -0.2, i, 6.2, i, i
Nc1nc(CN2CCN(c3ccccn3)CC2)nc(Nc2ccc(F)cc2)n1
 : -2.2, i, i, i, i, i, 0.4, i, 9.6, i, i
O=C(Nc1ccc(Cl)cc1[N+](=O)[O-])c1ccc2c(c1)OCCO2
 : 3.0, i, i, i, i, i, 3.8, i, 3.9, i, i
OCC12COC(c3ccccc3)N1C(c1ccccc1)OC2 (centres undefined)
 : 2.0, i, i, i, i, i, -0.3, i, -1.8, i, i
Cc1ccc(CN2C(=O)/C(=C\c3ccc(C(=O)NCc4cccnc4)cc3)Oc3ccccc32)cc1
 : -3.8, i, i, i, i, -4.56*, 0.3, i, 6.6, i, i
Cc1cc(=O)oc2ccc(OC(=O)c3cccc(S(=O)(=O)N4CCOCC4)c3)cc12
 : 1.4, i, i, i, i, i, -0.3, i, 13.7, i, i
O=C(CSc1ccccc1)Nc1cccc(NC(=O)c2ccco2)c1
 : -1.5, i, i, i, i, i, -0.1, i, 5.2, i, i
CCOc1cc(CNC(=O)CN2C(=O)c3ccccc3S2(=O)=O)ccc1OC
 : -1.0, i, i, i, i, i, -0.5, i, -1.8, i, i
Cc1cc(C)c(OCC(=O)N/N=C/c2ccc3c(c2)OCO3)c(C)c1
 : 6.5, i, i, i, i, i, 2.1, i, -0.4, i, i
C/C(=N/NC(=S)Nc1ccccc1)c1ccc2c(c1)OCO2
 : -34.7, i, i, i, i, i, 1.6, i, -6.2, i, i
CCCOc1ccc(N2C(=O)CC(N(O)c3ccccc3)C2=O)cc1 (centres undefined)
 : 1.6, i, i, i, i, i, 2.7, i, 9.4, i, i
Cc1cc(NC(=O)NN2CCOCC2)nn1-c1c(Cl)cc(Cl)cc1Cl
 : -1.5, i, i, i, i, i, -0.8, i, 1.1, i, i
COc1cccc(C(=O)N(Cc2ccc(N(C)C)cc2)C2CCS(=O)(=O)C2)c1 (centres undefined)
 : -0.7, i, i, i, i, i, -0.5, i, 5.0, i, i
CCC(=O)Nc1nnc(S(=O)(=O)N(CC)c2ccc(Cl)cc2)s1
 : 3.5, i, i, i, i, i, 1.2, i, 10.6, i, i
COc1cc(/C=C2\SC(=S)N(CC(=O)Nc3ccc(O)cc3)C2=O)cc(OC)c1OC
 : 3.5, i, i, nt, i, nt, -0.4, i, 15.2, i, nt
COc1ccc(C(=O)COC(=O)/C=C/c2ccccc2)cc1
 : 9.2, i, i, i, i, i, 0.1, i, -2.6, i, i
Cc1cccc(NC(=O)CSCC(=O)Nc2nnc(C3CC3)s2)c1
 : 10.0, i, i, i, i, i, 0.1, i, -3.0, i, i
COc1ccc(C(=O)CC(=O)C(=O)Nc2ccccc2)cc1
 : -32.3, i, i, i, i, i, -18.8, i, -0.5, i, i
O=C(NCc1ccc(F)cc1)c1cccnc1
 : 8.2, i, i, i, i, i, -0.5, i, 1.9, i, i
NS(=O)(=O)c1ccc(CCNC(=O)CN2CCN(c3ccccc3F)CC2)cc1
 : -0.4, i, i, i, i, i, -0.3, i, -8.0, i, i
CC(C(=O)N1CCCC1)N(c1ccccc1)S(C)(=O)=O (centres undefined)
 : -2.3, i, i, i, i, i, -0.5, i, -9.8, i, i
